Hep lipid drop: hepatic lipid droplet formation modulation. AID 1656. 240,000 compounds, 0.4% hits. inhibition, % at 6.5 µM. AML12 mouse hepatocytes, oleate lipid droplets, BODIPY imaging;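 active = lipid droplet intensity inhibited by at least 50%, with more than 500 cells counted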
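System: AML12 hepatocytes (mouse). Probe or stimulus: oleic acid at 100 µM to induce lipid droplet formation. Times: overnight treatment with compound plus oleate. Detection: Image-based BODIPY and DAPI two-channel analysis. Evaluation: percent inhibition of filter-corrected integrated lipid droplet intensity per well.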
Ins promoter up: MIN6 insulin promoter up-regulation. MIN6 insulin promoter-GFP reporter, high-content imaging; stronger effect = higher value. z-score at 5 µM. 190,000 compounds, 0.3% hits. AID 1625;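 active = z-score above 3 at 5 µM with at least 500 cells counted in the well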
MT stabilizer: microtubule stabilization, imaging screen; HeLa tubulin immunostaining HCS, 24 h; share of cells brighter than vehicle mean+2SD; % tubulin-high responders, % at 10 µM; 200,000 compounds, 0.83% hits; AID 2205;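 active = plate Z-score above 3 for both tubulin-high and condensed-nucleus cell shares, with cell loss under 80%, at 10 µM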;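 note: anti alpha tubulin signal scored within the nucleus-defined area of each cell; some results filed as inactive read as strong as hits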
P. falciparum M17LAP: P. falciparum M17LAP inhibitors, primary screen, biochemical, fluorogenic H-Leu-NHMec substrate, 1536-well (AID 1619) | recombinant M17LAP, H-Leu-NHMec fluorogenic kinetic assay; higher % means a stronger effect | inhibition, % at 30 µM; hits with a dose series show IC50 in µM | 220,000 compounds, 0.38% hits;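 active = compound inhibiting the enzyme by more than half at any dose during confirmatory dose-response retesting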;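 note: plate controls were full reaction with DMSO carrier for no effect and no enzyme background for full effect; strong numbers were not always called active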
P. falciparum M1AAP: malaria alanyl aminopeptidase activity blockers – biochemical, fluorogenic H-Leu-NHMec substrate, 1536-well (AID 1445) | recombinant M1AAP, H-Leu-NHMec fluorogenic kinetic assay; higher % means a stronger effect | 220,000 compounds, 0.42% hits | inhibition, % at 30 µM; hits with a dose series show IC50 in µM;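 active = primary inhibition above the hit cutoff, then over 50% inhibition at one or more dose response concentrations, cut at about 23% in these data, passing the limit was not always enough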;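 note: plate controls were DMSO full reaction for no effect and no enzyme background for full effect; strong numbers were not always called active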
ER stress rescue: protection against thapsigargin-triggered cell killing – 384-well, CSM14.1, ATP luminescence, primary screen (AID 1222); one-dose cellular ATP content (survival), % at 20 µM; EC50 in µM for titrated hits; CSM14.1 thapsigargin-induced death rescue, ATP luminescence; higher % means a stronger effect; 190,000 tested, under 10 active;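 active = EC50 below 50 µM in the dose-response confirmation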;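 note: death triggered by thapsigargin at about 15 µM added after 2 h compound pretreatment; cell ATP read after overnight thapsigargin exposure of roughly 18 to 22 hours; normalized against plate controls of thapsigargin alone and 5% DMSO vehicle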
Dynein cargo inh: dynein cargo transport inhibition. 3617.4 mouse cells, GR-EGFP nuclear translocation imaging; test concentration mostly 20 µM; stimulated with dexamethasone, 1 µM; stronger effect = lower value. z-score, hits read low. 220,000 compounds, 0.47% hits;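 active = plate z-score of nuclear minus cytoplasmic receptor signal below a set negative limit, without overly bright fluorescence or cell loss, cut at about -3.5 in these data, passing the limit was not always enough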;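 note: z-score of nuclear minus cytoplasmic ring GR-EGFP intensity difference per well; some compounds called inactive have numbers as strong as hits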
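Also added – dexamethasone, 1.0 µM final · Buffer or medium – tet-free, stripped-serum medium · Schedule – induction 48 h, compound 1 h, agonist 30 min · Detection – formaldehyde fixation, Hoechst nuclear stain, 10x automated fluorescence imaging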
Yfh1-depleted yeast: mitochondrial function rescue without frataxin homolog – Friedreich's ataxia, plus single-dose screen, dose response (AID 1465); S. cerevisiae Yfh1-off respiration, WST-1 reduction, 72 h; higher fold induction means a stronger effect; 220,000 compounds, 0.074% hits; one-dose fold induction at 50 µM; EC50 in µM for titrated hits;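 active = fold induction of absorbance versus untreated yeast above a set limit, then at least 30% activation at any dose in follow-up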;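 note: activators that raise dye reduction in frataxin-depleted yeast; strong numbers were not always called active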
Autophagy HCS: alters autophagy in cells. MEF GFP-LC3 puncta imaging; test concentration mostly 10 µM. calls only at 10 µM (by protocol). 190,000 compounds, 0.98% hits. AID 463193;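 active = percentage of spot-positive cells more than 3 SD above its plate mean, without a fluorescence outlier flag or 80% toxicity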;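 note: spot-positive cell cutoff set from DMSO-treated cells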
Dynein cargo inh cytoplasmic EGFP: recorded beside Dynein cargo inh, whose call it bears; z-score; measured here: cytoplasmic GR-EGFP intensity; stronger effect = higher value
Dynein cargo inh nuclear GR-EGFP: recorded beside Dynein cargo inh, whose call it bears; z-score; measured here: nuclear GR-EGFP intensity;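 lower value marks the stronger effect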
Dynein cargo inh cell count: further read-out of Dynein cargo inh, marked with its call; z-score; measured here: cell count per field
Ins promoter up cell count: also measured in Ins promoter up; calls as there; cell count; measured here: cytotoxicity, nuclei count;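 total cells summed across four imaged fields per well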
Hep lipid drop cells 6.5 µM: further read-out of Hep lipid drop, marked with its call; cell count; measured here: cell count, cytotoxicity flag;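 cells counted across two imaged fields per well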
MT stabilizer Hoechst-high %: also measured in MT stabilizer; calls as there; % Hoechst-high responders; measured here: nuclear condensation Hoechst responders;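 share of cells brighter than vehicle mean plus two SD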
MT stabilizer cytotoxicity %: second read-out of MT stabilizer, no call of its own (marks repeat the call); toxicity, %; measured here: cytotoxicity by cell density;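 0% = mean cell density of plate MIN control wells and 100% = no cells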
Autophagy HCS cell loss 18 h: recorded beside Autophagy HCS, whose call it bears; toxicity, %; measured here: cell loss, nuclei count;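 cell loss after 18 h compound exposure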
Starred values were filed as active, the others as inactive; i = inactive; x = not tested or not shown.

Start of the data: the first three compounds as a preview:
Keys – A = Hep lipid drop; B = Hep lipid drop cells 6.5 µM; C = Ins promoter up; D = Ins promoter up cell count; E = MT stabilizer; F = MT stabilizer Hoechst-high %; G = MT stabilizer cytotoxicity %; H = P. falciparum M17LAP; I = P. falciparum M1AAP; J = ER stress rescue; K = Dynein cargo inh; L = Dynein cargo inh cytoplasmic EGFP; M = Dynein cargo inh nuclear GR-EGFP; N = Dynein cargo inh cell count; O = Yfh1-depleted yeast; P = Autophagy HCS; Q = Autophagy HCS cell loss 18 h
> O=C(O)CC12C[C@H]3C[C@@H](C1)CC(n1ncc(N4CCN(c5ccccc5)CC4)c(Cl)c1=O)(C3)C2
  A = -5.9 | B = 642 | C = -0.15 | D = 1534 | E = 2.4 | F = 3.3 | G = 3.1 | H = 152µM* | I = 18.0% | J = 0.6% | K = 1.47 | L = -0.098 | M = 0.896 | N = -0.82 | O = i | P = i | Q = 4.7

> Cc1nc(SC(C(=O)c2ccccc2)c2ccccc2)n[nH]1 (centres undefined)
  A = x | B = x | C = -0.14 | D = 1585 | E = 3.7 | F = 2.0 | G = 4.7 | H = 2.3% | I = 2.1% | J = -0.6% | K = -0.321 | L = -0.439 | M = -0.00896 | N = 0.416 | O = i | P = i | Q = -7.9

> COc1ccc2nc3oc(C(=O)Nc4ccc(OC)c(OC)c4)cc3cc2c1
  A = 7.0 | B = 804 | C = 0.44 | D = 804 | E = 0.9 | F = 1.6 | G = 16.1 | H = -9.2% | I = -2.0% | J = 0.0% | K = -0.0251 | L = -0.0842 | M = -0.159 | N = 0.491 | O = i | P = i | Q = 4.4

The listing, repeating the preview:
Keys – A = Hep lipid drop; B = Hep lipid drop cells 6.5 µM; C = Ins promoter up; D = Ins promoter up cell count; E = MT stabilizer; F = MT stabilizer Hoechst-high %; G = MT stabilizer cytotoxicity %; H = P. falciparum M17LAP; I = P. falciparum M1AAP; J = ER stress rescue; K = Dynein cargo inh; L = Dynein cargo inh cytoplasmic EGFP; M = Dynein cargo inh nuclear GR-EGFP; N = Dynein cargo inh cell count; O = Yfh1-depleted yeast; P = Autophagy HCS; Q = Autophagy HCS cell loss 18 h
> O=C(O)CC12C[C@H]3C[C@@H](C1)CC(n1ncc(N4CCN(c5ccccc5)CC4)c(Cl)c1=O)(C3)C2
  A = -5.9 | B = 642 | C = -0.15 | D = 1534 | E = 2.4 | F = 3.3 | G = 3.1 | H = 152µM* | I = 18.0% | J = 0.6% | K = 1.47 | L = -0.098 | M = 0.896 | N = -0.82 | O = i | P = i | Q = 4.7

> Cc1nc(SC(C(=O)c2ccccc2)c2ccccc2)n[nH]1 (centres undefined)
  A = x | B = x | C = -0.14 | D = 1585 | E = 3.7 | F = 2.0 | G = 4.7 | H = 2.3% | I = 2.1% | J = -0.6% | K = -0.321 | L = -0.439 | M = -0.00896 | N = 0.416 | O = i | P = i | Q = -7.9

> COc1ccc2nc3oc(C(=O)Nc4ccc(OC)c(OC)c4)cc3cc2c1
  A = 7.0 | B = 804 | C = 0.44 | D = 804 | E = 0.9 | F = 1.6 | G = 16.1 | H = -9.2% | I = -2.0% | J = 0.0% | K = -0.0251 | L = -0.0842 | M = -0.159 | N = 0.491 | O = i | P = i | Q = 4.4

> COc1ccc(/C=N/NC(=O)c2ccccc2NC(=O)c2ccco2)c(OC)c1
  A = -0.4 | B = 586 | C = 0.52 | D = 1085 | E = x | F = x | G = x | H = -2.9% | I = 2.5% | J = x | K = 0.504 | L = -0.209 | M = 0.944 | N = -0.383 | O = i | P = x | Q = x

> CCCCCOc1ccc(/C=C/C(=O)NCCc2nc3ccccc3[nH]2)cc1OC
  A = -7.1 | B = 654 | C = x | D = x | E = 3.4 | F = 1.8 | G = 0.7 | H = -5.9% | I = 13.1% | J = -0.8% | K = -0.147 | L = 0.291 | M = 0.0705 | N = 0.296 | O = i | P = i | Q = -2.8

> Cc1cc(/C=C2\C(=N)N3N=C(c4ccco4)SC3=NC2=O)c(C)n1Cc1ccccc1
  A = 5.1 | B = 619 | C = 0.13 | D = 1418 | E = x | F = x | G = x | H = 12.3% | I = 14.1% | J = x | K = 1.5 | L = 0.149 | M = 0.646 | N = -1.14 | O = i | P = x | Q = x

> Fc1ccc(Cc2nnc(-c3cccs3)o2)cc1
  A = 3.2 | B = 701 | C = -0.06 | D = 1157 | E = 2.2 | F = 2.1 | G = 7.0 | H = -7.2% | I = -4.3% | J = -2.4% | K = 1.78 | L = -0.193 | M = 1.29 | N = -0.805 | O = i | P = i | Q = 12.8

> Cc1cccc(NC(=O)c2nc(-c3ccccc3)n(-c3ccccc3)n2)c1C
  A = 10.2 | B = 770 | C = -0.07 | D = 830 | E = 2.9 | F = 1.0 | G = 4.6 | H = 0.4% | I = -1.8% | J = 2.9% | K = 0.74 | L = -0.0598 | M = 0.857 | N = -0.29 | O = i | P = i | Q = -0.2

> C=CCSc1n[nH]c2nc3c(c(=O)n12)C1(CCCC1)Cc1ccccc1-3
  A = 22.7 | B = 762 | C = 0.14 | D = 1908 | E = 3.1 | F = 1.7 | G = 5.5 | H = 10.3% | I = 3.0% | J = -3.4% | K = 0.779 | L = -0.224 | M = 0.206 | N = -0.674 | O = x | P = i | Q = -37.9

> CCOC(CC(=O)NNC(=O)c1c(-c2c(Cl)cccc2Cl)noc1C)OCC
  A = -3.2 | B = 745 | C = 0.32 | D = 1040 | E = x | F = x | G = x | H = -2.4% | I = 6.8% | J = x | K = 0.652 | L = -0.296 | M = 0.237 | N = 0.129 | O = i | P = x | Q = x

> CC(=O)N(C1CC(C)C(C#N)(C#N)C1(C#N)C#N)N(C)C (centres undefined)
  A = 1.8 | B = 685 | C = 0.42 | D = 1467 | E = 2.8 | F = 2.4 | G = 7.1 | H = 7.3% | I = -1.5% | J = -1.4% | K = -6.78* | L = 3.3* | M = -2.48* | N = 0.258* | O = i | P = i | Q = -2.9

> Cc1c(C(=O)NCc2ccccn2)oc2ccc(S(=O)(=O)N3CCOCC3)cc12
  A = -2.4 | B = 737 | C = 0.34 | D = 1252 | E = 3.8 | F = 1.8 | G = 6.5 | H = 1.5% | I = -1.0% | J = -1.7% | K = 0.102 | L = -0.208 | M = 0.474 | N = 0.488 | O = x | P = i | Q = 10.9

> Cc1ccc(C)c(NC(=O)COC(=O)CCc2ccc(S(=O)(=O)N3CCOCC3)cc2)c1
  A = 14.8 | B = 700 | C = -0.06 | D = 1370 | E = 2.3 | F = 1.3 | G = 4.8 | H = 8.6% | I = 3.7% | J = -0.7% | K = 0.752 | L = 0.171 | M = 1.19 | N = -2.07 | O = i | P = i | Q = -4.9

Screens as filed in PubChem.
